NCI-60 one-dose screen, 48 h, at 10 µM unless noted. Numbers give growth in % (100 = growth as untreated, 0 = no growth, -100 = all killed).
T-47D = T-47D breast cancer; 79,000 compounds, 5% hits; AID 1794792
MALME-3M = MALME-3M melanoma. 78,000 compounds, 5.8% hits
SK-MEL-2 = SK-MEL-2 melanoma; AID 1794763; 77,000 compounds, 4.7% hits
UACC-257 = UACC-257 melanoma | 78,000 compounds, 4.4% hits
BT-549 = BT-549 breast cancer. 78,000 compounds, 4.4% hits. AID 1794793
LOX IMVI = LOX IMVI melanoma. AID 1794757. 79,000 compounds, 7.4% hits
UACC-62 = UACC-62 melanoma; 81,000 compounds, 5.4% hits; AID 1794756
HS 578T = HS 578T breast cancer | 78,000 compounds, 4.1% hits | AID 1794788
* marks the source's active call; other numbers are inactive results; & = joins results of further samples. How the source made its calls: active means growth percent below 10; inactive means the rest.

COc1ccc(-c2nc(-c3ccccc3)c(-c3ccccc3)n2-c2ccc(S(=O)(=O)Nc3ncccn3)cc2)cc1OC was read as T-47D 43, MALME-3M 106, SK-MEL-2 108, UACC-257 113, BT-549 68, LOX IMVI 65, UACC-62 84 and HS 578T 51.
For CC(=O)N1C(=O)C(C(C)=O)(C(C)=O)c2ccccc21 the results were T-47D 101, MALME-3M 87, SK-MEL-2 101, UACC-257 101, BT-549 109, LOX IMVI 96, UACC-62 91 and HS 578T 103.
Screening Cc1ccc(S(=O)(=O)N(CCc2ccc(Cl)cc2)S(=O)(=O)c2ccc(C)cc2)cc1 returned T-47D 82, MALME-3M 93, SK-MEL-2 75, UACC-257 92, BT-549 99, LOX IMVI 92, UACC-62 78 and HS 578T 103.
O=C(/C=C/Nc1ccc(NS(=O)(=O)c2ncccn2)cc1)c1cc2c(ccc3ccccc32)oc1=O was read as T-47D 100, SK-MEL-2 99, UACC-257 102, BT-549 121, LOX IMVI 99, UACC-62 98 and HS 578T 94.
Screening NS(=O)(=O)c1cccc(Nc2nc(SCC(=O)c3ccc(Cl)cc3)nc3c2CCCC3)c1 returned T-47D 96, MALME-3M 99, SK-MEL-2 105, UACC-257 110, BT-549 110, LOX IMVI 88, UACC-62 99 and HS 578T 107.
Screening CC(C)(C)c1ccc(C(=O)N/N=C/c2ccc(O)cc2O)cc1 returned T-47D 33, MALME-3M 12, SK-MEL-2 38, UACC-257 3.7*, BT-549 32, LOX IMVI 2.6*, UACC-62 4.2* and HS 578T 38.
`CC1=NCCN1CCc1ccccc1` gave T-47D 102, MALME-3M 111, SK-MEL-2 105, UACC-257 85, BT-549 121, LOX IMVI 98, UACC-62 97 and HS 578T 97.
`CC(C)(C)Nc1nc2c(OCCc3ccccc3)cccn2c1-c1ccccc1O` gave T-47D 99, MALME-3M 114, SK-MEL-2 121, UACC-257 106, BT-549 112, LOX IMVI 108, UACC-62 95 and HS 578T 123.
Screening C=CC(O)CN (configuration not stated) returned T-47D 101, MALME-3M 120, SK-MEL-2 95, UACC-257 109, BT-549 108, LOX IMVI 94, UACC-62 99 and HS 578T 113.
COc1cc(/C=C/C(=O)N2CCCC2)c(OC)c2c1OCO2 was read as MALME-3M 94, SK-MEL-2 106, UACC-257 97, BT-549 100, LOX IMVI 95, UACC-62 94 and HS 578T 101.
For COc1ccc(CC(=O)NCCc2ccc3c(c2)OCO3)cc1OC the results were T-47D 102, MALME-3M 99, SK-MEL-2 126, UACC-257 101, BT-549 114, LOX IMVI 94, UACC-62 110 and HS 578T 100.
O=C(CNc1ccc(-c2nc3ccccc3s2)cc1)Nc1ccc(F)cc1 was read as T-47D 81, MALME-3M 105, SK-MEL-2 114, UACC-257 119, BT-549 90, LOX IMVI 82, UACC-62 93 and HS 578T 101.
CC(=O)NC(=O)CC(O)(c1ccccc1)c1ccccc1 was read as T-47D 143, MALME-3M 102, SK-MEL-2 116, UACC-257 102, BT-549 106, LOX IMVI 108, UACC-62 93 and HS 578T 108.
Screening O=S1(=O)O[C@H]2CCCC[C@H]2O1 returned T-47D 94, MALME-3M 93, SK-MEL-2 91, UACC-257 99, BT-549 103, LOX IMVI 96 and UACC-62 108.
O=C(Nc1ccccc1F)Nc1cccc2ccc(O)cc12 was read as T-47D 64, MALME-3M 113, SK-MEL-2 102, UACC-257 108, BT-549 85, LOX IMVI 84, UACC-62 83 and HS 578T 112.
`Cc1ccc(/C=C2\N=C(c3ccccc3)N(c3ccc(-c4nc5ccc(C)cc5s4)cc3)C2=O)cc1` gave T-47D 48, MALME-3M 113, SK-MEL-2 83, UACC-257 96, BT-549 88, LOX IMVI 73, UACC-62 78 and HS 578T 90.
For CN(C)c1ccc(/C=C/c2ccnc3ccccc23)cc1 the results were T-47D 43, MALME-3M 60, SK-MEL-2 -5.0*, UACC-257 42, BT-549 20, LOX IMVI 38, UACC-62 34 and HS 578T 53.
c1ccc2c[n+](C[n+]3ccc4ccccc4c3)ccc2c1 was read as T-47D 106, MALME-3M 112, SK-MEL-2 93, BT-549 103, LOX IMVI 101, UACC-62 99 and HS 578T 98.
Screening CCN(CC)CCCNCc1cc(-c2ccccc2)nc2cc(Cl)ccc12 returned T-47D -82*, MALME-3M -66*, SK-MEL-2 -62*, UACC-257 -77*, BT-549 40, LOX IMVI -21*, UACC-62 -61* and HS 578T 24.
Nc1c(C(=O)c2ccc(Br)cc2)sc2nc3c(cc12)CCC3 was read as T-47D 80, MALME-3M 101, SK-MEL-2 83, UACC-257 90, BT-549 101, LOX IMVI 96, UACC-62 79 and HS 578T 54.
Screening CN(C)c1ccc(/C=N\NC(=S)Nc2ccc(F)cc2)cc1 returned T-47D 93, SK-MEL-2 104, UACC-257 112, BT-549 109, UACC-62 100 and HS 578T 103.
Screening O=[N+]([O-])c1cccc(OCC2CO2)c1 (configuration not stated) returned T-47D 103, MALME-3M 89, SK-MEL-2 94, UACC-257 99, BT-549 125, LOX IMVI 101, UACC-62 90 and HS 578T 115.
`CN(C)c1cccc2c(S(=O)(=O)Nc3ccc4oc(N=C(N)N)nc4c3)cccc12` gave T-47D 86, MALME-3M 94, SK-MEL-2 110, UACC-257 99, BT-549 93, LOX IMVI 89, UACC-62 65 and HS 578T 89.
Screening CCOc1ccc2nc(NC(=O)CSC(=S)N3CCN(c4ccccc4)CC3)sc2c1 returned T-47D 100, MALME-3M 97, SK-MEL-2 112, UACC-257 134, BT-549 114, LOX IMVI 97 and HS 578T 108.
Screening Cc1[nH]c(C(=O)Nc2ccccc2OCc2cccc(C(=O)NC3CCCNC3)c2)c(Cl)c1Cl (configuration not stated) returned T-47D -9.1*, MALME-3M -68*, SK-MEL-2 102, UACC-257 95, BT-549 99, LOX IMVI -90*, UACC-62 -84* and HS 578T 93.
For CC1CC(=O)c2cc(-c3ccccc3)oc2C1 (configuration not stated) the results were T-47D 93, MALME-3M 119, SK-MEL-2 112, UACC-257 111, BT-549 103, LOX IMVI 106, UACC-62 100 and HS 578T 108.
`Nc1ccc(S(=O)(=O)O)c2cccc(S(=O)(=O)O)c12` gave T-47D 108, MALME-3M 107, SK-MEL-2 106, UACC-257 107, BT-549 118, LOX IMVI 104, UACC-62 100 and HS 578T 104.
O=C(O)CCCNC(=O)OCc1ccccc1 was read as MALME-3M 96, SK-MEL-2 99, UACC-257 110, BT-549 95, LOX IMVI 99, UACC-62 109 and HS 578T 113.
Screening C[C@H](c1nc2ccc(F)cc2[nH]1)[C@H]1CC[C@H]2[C@@H]3CCC4=CC(=O)CC[C@]4(C)[C@H]3CC[C@]12C returned T-47D 54, MALME-3M 100, SK-MEL-2 103, UACC-257 85, BT-549 69, LOX IMVI 75, UACC-62 71 and HS 578T 89.
Screening CC(C)C/C(=C\C(=O)O)C(=O)O returned T-47D 97, MALME-3M 105, SK-MEL-2 112, BT-549 108, LOX IMVI 96, UACC-62 104 and HS 578T 102.
For Nc1ccc(N)c(Cl)c1 the results were T-47D 91, MALME-3M 104, UACC-257 109, LOX IMVI 107, UACC-62 92 and HS 578T 92.
For Cc1c(C(=O)NCCc2ccc(N3CCC[C@@H]3C)cc2)nn(-c2ccc(Cl)cc2)c1-c1ccc(Cl)cc1 the results were T-47D 57, MALME-3M 99, SK-MEL-2 73, UACC-257 80, BT-549 91, LOX IMVI 77, UACC-62 54 and HS 578T 103.
Screening OCC[C@H]1C[C@H]1/C=C/c1ccccc1 returned T-47D 93, MALME-3M 101, SK-MEL-2 104, UACC-257 92, BT-549 92, LOX IMVI 98, UACC-62 96 and HS 578T 97.
For CC1CCCC(CC(N)=O)CC1 (configuration not stated) the results were T-47D 101, MALME-3M 107, SK-MEL-2 109, UACC-257 104, BT-549 116, LOX IMVI 101, UACC-62 104 and HS 578T 107.
Screening COc1ccc(NC2=C(C#N)C(=N)N3c4ccccc4Sc4ccccc4C3N2)cc1 (configuration not stated) returned T-47D 75, MALME-3M 99, SK-MEL-2 104, UACC-257 122, BT-549 78, LOX IMVI 78, UACC-62 80 and HS 578T 86.
O=C(c1ccc(O)cc1)C1[C@H](c2ccc(Br)cc2)[C@@H](c2ccccc2)NC12C(=O)Nc1ccccc12 (some centres not stated) was read as T-47D 38, MALME-3M 44, SK-MEL-2 56, UACC-257 76, BT-549 116, LOX IMVI -97*, UACC-62 51 and HS 578T 28.
Screening c1ccc(CNCCc2ccccn2)cc1 returned T-47D 99, MALME-3M 102, SK-MEL-2 102, UACC-257 99, BT-549 99, LOX IMVI 99, UACC-62 94 and HS 578T 96.
Screening CC(=O)OC1CCC2(C)C(CCC3C4CCC(C(C)=O)C4(C)CC(=O)C32)C1 (configuration not stated) returned T-47D 89, MALME-3M 85, SK-MEL-2 100, UACC-257 94, BT-549 92, LOX IMVI 113, UACC-62 95 and HS 578T 109.
`COc1cc(C2N(c3cc(Cl)cc(Cl)c3)NC(=O)[C@@H]3CCCN23)cc(OC)c1OC` (some centres not stated) gave T-47D 86, MALME-3M 104, SK-MEL-2 95, UACC-257 104, BT-549 101, LOX IMVI 88, UACC-62 100 and HS 578T 108.
Nc1cc(Cl)ncn1 was read as T-47D 86, MALME-3M 188, SK-MEL-2 92, BT-549 127, LOX IMVI 92, UACC-62 98 and HS 578T 83.
CC1=C(C(=O)/C=C/c2ccc([N+](=O)[O-])cc2)C(c2ccccc2)NC(=S)N1 (configuration not stated) was read as T-47D 107, MALME-3M 107, SK-MEL-2 105, UACC-257 105, BT-549 99, LOX IMVI 95, UACC-62 93 and HS 578T 97.
Screening CC(=O)N/N=C/c1ccc2c(c1)CCC2 returned MALME-3M 111, SK-MEL-2 111, UACC-257 103, BT-549 116, LOX IMVI 97, UACC-62 97 and HS 578T 110.
`C=CCN(CC=C)c1ncnc2[nH]ncc12` gave T-47D 82, MALME-3M 105, SK-MEL-2 103, BT-549 106, LOX IMVI 84, UACC-62 97 and HS 578T 91.
`C/C(CC(C)C)=N/O` gave T-47D 97, MALME-3M 96&121, SK-MEL-2 102&98, UACC-257 101&85, BT-549 112&88, LOX IMVI 95&98, UACC-62 106&108 and HS 578T 102&106.
Screening CN1CCc2c(sc3ncnc(N/N=C/c4ccc(N(C)C)cc4)c23)C1 returned T-47D 92, MALME-3M 118, SK-MEL-2 116, UACC-257 100, BT-549 101, UACC-62 98 and HS 578T 107.
`COc1ccc(Cn2nc(-c3cc(OC)c(OC)c(OC)c3)c3c2CCc2cnoc2-3)cc1` gave T-47D 72, MALME-3M 123, SK-MEL-2 108, BT-549 93, LOX IMVI 74, UACC-62 85 and HS 578T 139.
For COC1=C(NC2CCCCC2)C(=O)C(OC)=C(NC2CCCCC2)C1=O the results were T-47D 103, MALME-3M 111, SK-MEL-2 94, UACC-257 117, BT-549 114, LOX IMVI 101, UACC-62 91 and HS 578T 107.

By substructure: those above containing an aryl methoxy group
COc1ccc(-c2nc(-c3ccccc3)c(-c3ccccc3)n2-c2ccc(S(=O)(=O)Nc3ncccn3)cc2)cc1OC was read as T-47D 43, MALME-3M 106, SK-MEL-2 108, UACC-257 113, BT-549 68, LOX IMVI 65, UACC-62 84 and HS 578T 51.
COc1cc(/C=C/C(=O)N2CCCC2)c(OC)c2c1OCO2 was read as MALME-3M 94, SK-MEL-2 106, UACC-257 97, BT-549 100, LOX IMVI 95, UACC-62 94 and HS 578T 101.
For COc1ccc(CC(=O)NCCc2ccc3c(c2)OCO3)cc1OC the results were T-47D 102, MALME-3M 99, SK-MEL-2 126, UACC-257 101, BT-549 114, LOX IMVI 94, UACC-62 110 and HS 578T 100.
Screening COc1ccc(NC2=C(C#N)C(=N)N3c4ccccc4Sc4ccccc4C3N2)cc1 (configuration not stated) returned T-47D 75, MALME-3M 99, SK-MEL-2 104, UACC-257 122, BT-549 78, LOX IMVI 78, UACC-62 80 and HS 578T 86.
`COc1cc(C2N(c3cc(Cl)cc(Cl)c3)NC(=O)[C@@H]3CCCN23)cc(OC)c1OC` (some centres not stated) gave T-47D 86, MALME-3M 104, SK-MEL-2 95, UACC-257 104, BT-549 101, LOX IMVI 88, UACC-62 100 and HS 578T 108.
`COc1ccc(Cn2nc(-c3cc(OC)c(OC)c(OC)c3)c3c2CCc2cnoc2-3)cc1` gave T-47D 72, MALME-3M 123, SK-MEL-2 108, BT-549 93, LOX IMVI 74, UACC-62 85 and HS 578T 139.
